Screening results (PubChem BioAssay)
BRCA1 expr act: increases BRCA1 expression; MCF7-BRCA1-FFLuc reporter, luminescence, 48 h; response scale: scaled: vehicle 0%, 10 µM genistein 100%; Potency, µM (doses to about 46.1 µM), without a hit: at the highest dose activation, actives largely listed as activators; hit rate 1.1% among 380,000; AID 624202; note: potency is the fitted concentration of half-maximal effect; nearly all actives have a fitted effect of over 80% in size; some results filed as inactive show a strong effect at the top dose
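Using MCF7 cells harboring a BRCA1 firefly luciferase reporter, plated 2 h before compound pinning, the screen measured luminescence after 48 h incubation. Responses were normalized to DMSO and 10 microM genistein, then fitted for concentration-effect.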
PKM2 activator: increases activity of human pyruvate kinase M2; P14618; hit rate 0.34% among 260,000; purified PKM2, Kinase-Glo ATP luminescence, activation; response scale: 0% is enzyme alone, no compound; Potency, µM (highest dose often 57.5 µM), inactives show top-dose activation, actives largely listed as activators; note: potency is the fitted concentration of half-maximal effect; % is set by controls: 0 for no effect and ±100 for the full control effect; nearly all actives have a fitted effect of over 55% in size
Target sequence (P14618 whole entry, looked up): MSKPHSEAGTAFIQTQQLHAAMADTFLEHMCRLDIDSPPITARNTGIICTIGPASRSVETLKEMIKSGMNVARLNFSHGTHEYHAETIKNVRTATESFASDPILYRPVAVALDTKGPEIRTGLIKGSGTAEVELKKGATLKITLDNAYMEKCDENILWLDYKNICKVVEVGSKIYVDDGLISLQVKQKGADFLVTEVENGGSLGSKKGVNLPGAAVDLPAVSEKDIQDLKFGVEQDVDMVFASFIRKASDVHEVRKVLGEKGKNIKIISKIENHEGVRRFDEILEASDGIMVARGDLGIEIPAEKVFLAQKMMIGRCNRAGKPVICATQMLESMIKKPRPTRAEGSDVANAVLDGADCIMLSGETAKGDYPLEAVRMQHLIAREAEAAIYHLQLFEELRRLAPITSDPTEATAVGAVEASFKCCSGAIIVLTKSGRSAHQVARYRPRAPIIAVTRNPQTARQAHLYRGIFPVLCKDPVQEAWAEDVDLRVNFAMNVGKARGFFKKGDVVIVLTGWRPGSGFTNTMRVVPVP
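Purified hPK-M2 (>95%) run at intermediate activity with 0.1 mM ADP and 0.5 mM PEP in 50 mM imidazole pH 7.2, KCl, MgCl2; 1 h room temperature. ATP formed read by Kinase-Glo luminescence; normalized to uninhibited and no-enzyme controls.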
NPC1 promoter act: activates the NPC1 promoter. Huh7 NPC1 promoter luciferase reporter, 24 h. Potency, µM (series often up to 9.22 µM), for the others: at the highest dose activation, hits mostly activators. hit rate 2.4% among 320,000;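 note: potency is the fitted concentration of half-maximal effect; % of control where 0% means no effect; nearly all actives have a fitted effect of over 60% in size; reporter is driven by a mutant NPC1 promoter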
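Quantitative HTS used a cell-based reporter: Huh7 cells stably bearing the NPC1 promoter upstream of luciferase were treated with compounds for 24 h, and promoter activation was read as luminescence.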
RORg inh: blocks mouse ROR gamma transcriptional activity | P51450 | Drosophila S2 Gal4-RORgamma UAS-luciferase reporter, 20 h | Potency, µM (series often up to 53.6 µM), without a hit: top-dose activity change, negative = inhibition, actives largely listed as inhibitors | hit rate 5.4% among 310,000; note: potency is the fitted concentration of half-maximal effect; % is set by controls: 0 for no effect and ±100 for the full control effect; nearly all actives have a fitted effect of over 60% in size
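In this cell-based reporter format, copper sulfate (700 uM final) drives Gal4–ROR gamma fusion expression from a metallothionein promoter in Drosophila Schneider cells; compounds preincubated 1 hr, reporter read after 20 hr at ambient temperature.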
Rab9 prom act: activators of Rab9 promoter. Huh7 Rab9 promoter-luciferase reporter, luminescence, 24 h. Potency, µM (titrated, usually from 9.22 µM), for inactives: top-dose activation, negative = inhibition, usual class: activators. hit rate 2.8% among 320,000; note: potency is the fitted concentration of half-maximal effect; % of control where 0% means no effect; nearly all actives have a fitted effect of over 60% in size
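Using Huh7 cells stably transfected with Rab9 promoter–luciferase, compounds were incubated 24 h at 37 °C, 5% CO2; luciferase luminescence was read 10 min after reagent addition.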
p53 reactivator: mutant p53 re-activation in reporter cells. hit rate 0.063% among 320,000. AID 504706. Potency, µM (highest dose often 92.2 µM), without a hit: top-dose activity change, positive = activation, most hits filed as activators. H1299 p53-A138V BP100-luciferase reporter, luminescence, 24 h; note: potency is the fitted concentration of half-maximal effect; % of control where 0% means no effect; nearly all actives have a fitted effect of over 45% in size
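H1299 (p53-null), stable ts p53-A138V + BP100-Luc; 1000 cells/well, Opti-MEM/10% FBS; cpd 4 pt, 1:5; 24 h, 37 deg C, 5% CO2; detection reagent 10 min RT; luminescence.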
Gal4-VP16 FLuc: Gal4-VP16 reporter inhibition counter-screen; Drosophila S2 Gal4-VP16 UAS-luciferase, luminescence, 20 h; Potency, µM (titrated, usually from 53.6 µM), for the others: top-dose activity, negative = inhibition, most hits filed as inhibitors; hit rate 3.5% among 310,000; AID 2546;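 note: Gal4-VP16 expression switched on by copper sulfate through the metallothionein promoter; potency is the fitted concentration of half-maximal effect; % is set by controls: 0 for no effect and ±100 for the full control effect; nearly all actives have a fitted effect of over 50% in size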
ELG1 genotox: inducers of genotoxicity in HEK293T ELG1-luciferase cells. HEK293T ELG1-luciferase reporter, luminescence, 16 h. Potency, µM (top dose mostly 46 µM), for inactives: top-dose activity change, positive = activation, hits mostly activators. hit rate 1.3% among 330,000; note: potency is the fitted concentration of half-maximal effect; % of control where 0% means no effect; nearly all actives have a fitted effect of over 60% in size
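DMSO vehicle served as control against compound-treated ELG1-luciferase HEK293T cells; exposure lasted 16 hr at 37 °C and 5% CO2, followed by ONE-Glo luminescence detection after 30 min.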
Giardia killer: kills Giardia lamblia. Giardia lamblia trophozoite viability. activity change, % at 7.66 µM, hits read low. hit rate 0.15% among 340,000; in the data active = activity change below about -80%; inconclusive = between about -30% and that limit;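 note: parasites exposed to compound for two days anaerobically before the ATP read; % is set by controls: 0 for no effect and ±100 for the full control effect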
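Anaerobic 48 hrs incubation at 37 deg C of 100 trophozoites/well with test compounds; ATPLite 1-Step luminescence, 15-30 min RT, reports cellular ATP as viability.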
Menin-MLL TR inh: inhibitors of human menin-MLL interaction, mutant MLL peptide; Potency, µM (series often up to 61.6 µM), for the others: at the top dose FP activity change, negative = inhibition, actives largely listed as inhibitors; Menin + Texas Red MLL mutant peptide, fluorescence polarization; O00255; hit rate 0.23% among 270,000; active = well fitted inhibition curve with a large enough effect in the polarisation, with a control signal flat, not every such curve was filed as active; inconclusive = small, poorly fitted or top-dose-only effect, or effect the other way, or a change in a side signal; inactive = no such curve, though single readings can be large or run the other way; the % refers to the polarisation; note: potency is the fitted concentration of half-maximal effect; % of control where 0% means no effect; many of its hits are not listed in these tables
FLuc modulator: inhibits or activates purified firefly luciferase, miR-21 counter-screen. purified FLuc, Km substrates, luminescence inhibition. hit rate 6.9% among 360,000. AID 588342. Potency, µM (titrated, usually from 57.5 µM), for the others: at the highest dose activity change, negative = inhibition, most hits filed as inhibitors. P08659;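 note: potency is the fitted concentration of half-maximal effect; plate controls were vehicle for no effect and reference inhibitor for full effect; nearly all actives have a fitted effect of over 55% in size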
Target sequence (P08659 whole entry, looked up): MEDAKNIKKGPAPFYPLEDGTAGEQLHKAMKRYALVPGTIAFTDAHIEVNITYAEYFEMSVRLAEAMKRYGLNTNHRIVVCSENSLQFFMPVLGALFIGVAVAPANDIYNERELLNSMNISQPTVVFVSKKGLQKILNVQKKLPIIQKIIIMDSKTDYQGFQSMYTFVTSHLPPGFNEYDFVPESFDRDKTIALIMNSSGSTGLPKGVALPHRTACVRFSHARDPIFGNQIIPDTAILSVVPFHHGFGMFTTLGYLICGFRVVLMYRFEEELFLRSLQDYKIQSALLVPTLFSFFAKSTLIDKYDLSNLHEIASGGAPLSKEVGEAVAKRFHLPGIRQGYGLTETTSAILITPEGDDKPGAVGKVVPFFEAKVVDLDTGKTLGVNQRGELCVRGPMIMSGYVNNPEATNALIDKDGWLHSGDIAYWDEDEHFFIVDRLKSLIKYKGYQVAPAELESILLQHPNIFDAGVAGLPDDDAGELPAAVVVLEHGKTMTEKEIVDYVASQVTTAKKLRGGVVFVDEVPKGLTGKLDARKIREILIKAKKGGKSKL
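Biochemical qHTS of compounds, final roughly 60 µM downward over six points, against 10 nM purified firefly luciferase using Km concentrations of substrates (10 uM D-luciferin, 10 uM ATP) in Tris acetate pH 7.5 buffer; luminescence output.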
The depositor's hits bear a star; ? = inconclusive; . = not tested or not shown; [ ] = remark or other dose. Unless noted, calls come from the whole dose curve; as a rule, active = well fitted curve in the direction sought with a large enough effect; inconclusive = small, poorly fitted or top-dose-only effect, or another doubt; inactive = no such curve, though single readings can be large; an effect the other way counts as inactive or inconclusive. Only part of the results is shown. The share of hits here may be higher or lower than overall.

SMILES	BRCA1 expr act	PKM2 activator	NPC1 promoter act	RORg inh	Rab9 prom act	p53 reactivator	Gal4-VP16 FLuc	ELG1 genotox	Giardia killer	Menin-MLL TR inh	FLuc modulator
COc1ccc(OCC(=O)Nc2cc3oc4ccccc4c3cc2OC)cc1	-3%	-4%	-5%	-19%	0%	-4%	-6%	9%	0	13%	0%
NC(=O)C1=C[C@@H](c2coc3ccccc3c2=O)C[C@@H](OCc2ccc(CO)cc2)O1	0%	4%	-7%	-13%	-2%	-3%	-19%	4%	-6	-13%	-1%
O=C(COC(=O)c1nn(-c2ccccc2)c(=O)c2ccccc12)NC1CCS(=O)(=O)C1 (configuration not stated)	-7%	5%	-9%	15%	-1%	-2%	-10%	0%	4	-1%	-3%
CCN1CCN(C(c2cccs2)C(C)NC(=S)Nc2cc(C)ccc2C)CC1 (configuration not stated)	0%	-7%	1%	?	-1%	0%	-18%	-2%	23	.	2%
COc1ccc(CCC(=O)Nc2ccc(C)c(S(=O)(=O)N(C)C)c2)cc1OC	-37%	0%	-11%	45%	-18%	-5%	-9%	-2%	1	-15%	-3%
O=C(CCN1C(=O)S/C(=C\c2cccs2)C1=O)Nc1nccs1	2%	1%	-6%	43%	0%	1%	-1%	3%	8	?	-3%
C=Cn1cc[n+](CC(=O)c2ccc(OC)cc2)c1	-10%	-1%[11.5 µM]	-7%	17%	0%	13%	-14%	-10%	12	0%	1%
O=C(Nc1ccc(F)cc1F)c1c(C(F)(F)F)ccnc1Oc1cccc(C(F)(F)F)c1	-1%	-8%	-7%	-5%	-5%	25%	-8%	2%	27	.	-1%
COc1cccc(C(=O)C2CCCN(C/C=C/c3ccccc3OC)C2)c1 (configuration not stated)	-1%	0%	-2%	0%	-1%	0%	-7%	-4%	7	-15%	2%
Cc1nn(C)c(C(=O)N/N=C/c2cccc(Oc3ccccc3)c2)c1Br	21%	2%	-8%	?	0%	-13%	?	0%	10	.	-15%
Cc1cc(N2CCOCC2)nc2ccc(NC(=O)CCC(=O)N3CCN(c4ccc(F)cc4)CC3)cc12	1%	4%	25%	19%	?	19%	-18%	-2%	-15	4%	19µM*
C[C@@]12C(=O)N(Cc3ccccc3)CC(=O)N1[C@H]1c3ccccc3OC[C@@H]1[C@@H]2c1ccccc1	-29%	.	-3%	.	-10%	10%	.	-3%	-18	.	11%
COc1ccc(NC(=S)N(CCC(C)C)C2CCN(C(C)C)CC2)cc1Cl	-43%	.	-3%	-14%	-1%	5%	-1%	-4%	-25	-21%	-20%
COc1ccc(-c2csc(Nc3ccc(S(=O)(=O)Nc4cc(OC)nc(OC)n4)cc3)n2)cc1	-32%	16%	-3%	?	-2%	?	?	3%	-20	?	-13%
CCOc1ccc(C(CC(=O)O)NC(=O)c2sc3ccccc3c2Cl)cc1 (configuration not stated)	15%	-3%	1%	13%	2%	-16%	1%	3%	?	3%	0%
Cc1csc(SCC(=O)Nc2cc(S(=O)(=O)N3CCCC3)ccc2Cl)n1	-21%	4%	-1%	38%	1%	-15%	-6%	0%	-7	-22%	-2%
CC1CCN(S(=O)(=O)N2CCC(C(=O)O)CC2)CC1	3%	-8%	-3%	-10%[10 µM]	-7%	1%	-3%	3%	1	-7%	3%
CSc1ccccc1OCc1cc(C(=O)NC2CCc3ccccc32)no1 (configuration not stated)	-1%	.	1%	-17%	4%	5%	-21%	4%	-4	7%	6%
Cc1c(CN2CCCC(C(=O)c3cccc(OC(C)C)c3)C2)c(=O)n(-c2ccccc2)n1C (configuration not stated)	0%	2%	0%	-9%	0%	-4%	-2%	1%	16	-9%	-1%
COc1cc2ncnc(NCc3cccc(Cl)c3)c2cc1OC	-32%	3%	-8%	10%	-7%	-8%	-21%	3%	4	18%	-7%

Record cards, as listed above:
COc1ccc(CCC(=O)Nc2ccc(C)c(S(=O)(=O)N(C)C)c2)cc1OC is entered as BRCA1 expr act = -37%; PKM2 activator = 0%; NPC1 promoter act = -11%; RORg inh = 45%; Rab9 prom act = -18%; p53 reactivator = -5%; Gal4-VP16 FLuc = -9%; ELG1 genotox = -2%; Giardia killer = 1; Menin-MLL TR inh = -15%; FLuc modulator = -3%
COc1cc2ncnc(NCc3cccc(Cl)c3)c2cc1OC is entered as BRCA1 expr act = -32%; PKM2 activator = 3%; NPC1 promoter act = -8%; RORg inh = 10%; Rab9 prom act = -7%; p53 reactivator = -8%; Gal4-VP16 FLuc = -21%; ELG1 genotox = 3%; Giardia killer = 4; Menin-MLL TR inh = 18%; FLuc modulator = -7%

3 compounds already listed, sorted by molecular weight, ascending:
SMILES	BRCA1 expr act	PKM2 activator	NPC1 promoter act	RORg inh	Rab9 prom act	p53 reactivator	Gal4-VP16 FLuc	ELG1 genotox	Giardia killer	Menin-MLL TR inh	FLuc modulator
COc1cc2ncnc(NCc3cccc(Cl)c3)c2cc1OC	-32%	3%	-8%	10%	-7%	-8%	-21%	3%	4	18%	-7%
Cc1nn(C)c(C(=O)N/N=C/c2cccc(Oc3ccccc3)c2)c1Br	21%	2%	-8%	?	0%	-13%	?	0%	10	.	-15%
C[C@@]12C(=O)N(Cc3ccccc3)CC(=O)N1[C@H]1c3ccccc3OC[C@@H]1[C@@H]2c1ccccc1	-29%	.	-3%	.	-10%	10%	.	-3%	-18	.	11%

The list continues:
SMILES	BRCA1 expr act	PKM2 activator	NPC1 promoter act	RORg inh	Rab9 prom act	p53 reactivator	Gal4-VP16 FLuc	ELG1 genotox	Giardia killer	Menin-MLL TR inh	FLuc modulator
Cc1ccc(NC(=O)COC(=O)c2ccc(S(=O)(=O)N3CCCCC3)cc2)cc1	18%	.	-3%	.	0%	-2%	.	0%	2	.	7%
Cc1sc(NC(=O)CCC(=O)O)c(C(N)=O)c1-c1ccccc1	-1%	-15%	14%	?	20%	23%	2%	-3%	-14	4%	?
Cc1ccc2c(c1)N(CC(=O)N1CCCc3ccccc31)C(=O)C(C)O2 (configuration not stated)	-10%	-3%	1%	16%	2%	-2%	-1%	12%	-27	-14%	-19%
Nc1c(C(=O)CSc2nc3ccccc3o2)c(=O)[nH]c(=O)n1C1CC1	38%	.	24%	.	?	?	.	1%	-14	.	0%
Cc1ccc(C)c(NC(=O)COC(=O)c2ccc3ccccc3n2)c1	-1%	.	-1%	.	-4%	-11%	.	1%	6	.	0%
O=C(Nc1nnc(Cc2ccc(F)cc2)s1)Nc1ccccc1F	-19%	0%[11.5 µM]	-6%	0%	5%	-2%	-6%	?	2	-23%	0%
O=C(COc1ccc(F)cc1)NC1CC1	11%	4%	9%	-6%	-3%	0%	4%	6%	7	0%	0%
Cc1cccc(-n2c(-c3ccncc3)n[nH]c2=S)c1	-3%	-29%	-5%	?	2%	-3%	-21%	-3%	-2	-4%	3%
COc1cc(C(=O)Nc2nc(-c3cccs3)cs2)cc(OC)c1OC	-52%	1%	-4%	7%	-1%	-10%	5%	-5%	5	-2%	-1%
CCC(=O)N(CCCN(C)C)c1nc(-c2cc(OC)ccc2OC)cs1	4%	-4%	-1%	-26%	-2%	?	-4%[0.365 µM]	14%	-6	-2%	3%
Cc1ccc(-c2nc(CN3CCCC(C(=O)N4CCOCC4)C3)c(C)o2)cc1 (configuration not stated)	7%	-10%	4%	12%	21%	-8%	-2%	-2%	10	-13%	4%
COc1ccc(N2CC(O)=C(c3nc(-c4ccccc4)cs3)C2=N)cc1	-31%	-1%	3%	-5%	-3%	3%	1%	-2%	7	.	-4%
Cc1ccc(C)n1-c1nn(S(=O)(=O)c2ccccc2)c2cccc(F)c12	-12%	19%	3%	-3%	-1%	0%	-7%	0%	4	.	0%
COc1ccccc1N(C)S(=O)(=O)c1ccc(C(=O)OCC(=O)Nc2cc(C)on2)cc1	1%	9%	-2%	16%	-4%	-4%	0%	-4%	11	10%	1%
CCCCC(c1nnnn1CCOC)N1CCN(C(=O)c2ccco2)CC1 (configuration not stated)	2%	-1%	-2%	3%	-1%	-8%	-2%	-5%	16	4%	2%
CC(=O)c1ccc(-c2ccc(C(=O)NCC(c3ccc(F)cc3)N3CCOCC3)o2)cc1 (configuration not stated)	42%	.	2%	.	-1%	9%	.	3%	1	.	?
Cc1ccc(-c2nn(-c3ccccc3)cc2/C=N/NC(=O)c2ccc(Br)o2)cc1	5%	-2%	-3%	2.8µM*	6%	26%	4µM*	-14%	12	?	11µM*
CC(C)N1CCC(N2CCN(Cc3ccc(C#CC(C)(C)O)s3)CC2CCO)CC1 (configuration not stated)	18%	4%	-3%	-21%	1%	2%	3%	0%	25	9%	-1%
CCOc1ccc(N2CC(C(=O)NCCc3c[nH]c4ccc(OC)cc34)CC2=O)cc1 (configuration not stated)	-23%	.	2%	2%	3%	-4%	-9%	-4%	12	-2%	0%
